# MPTP inh: blocks calcium-induced mitochondrial swelling | 1.4% of 360,000 active | isolated mouse mitochondria, Ca2+ swelling absorbance, 30 min | inhibition, % at 10 µM;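 active = inhibition of 50% or more, scaled per plate between neutral and stimulator controls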;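 also: 0% = DMSO wells given calcium and 100% = 1 mM EGTA wells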
# ATG4B inh: ATG4B (human) cysteine protease inhibition. ATG4B cleavage of LC3-PLA2, NBD-HPC fluorescence, 1 h. inhibition, % at 8.33 µM. AID 504462. Q9Y4P1. 0.51% of 340,000 active; in the data active = inhibition above about 40%
# Target sequence (Q9Y4P1 whole entry, looked up): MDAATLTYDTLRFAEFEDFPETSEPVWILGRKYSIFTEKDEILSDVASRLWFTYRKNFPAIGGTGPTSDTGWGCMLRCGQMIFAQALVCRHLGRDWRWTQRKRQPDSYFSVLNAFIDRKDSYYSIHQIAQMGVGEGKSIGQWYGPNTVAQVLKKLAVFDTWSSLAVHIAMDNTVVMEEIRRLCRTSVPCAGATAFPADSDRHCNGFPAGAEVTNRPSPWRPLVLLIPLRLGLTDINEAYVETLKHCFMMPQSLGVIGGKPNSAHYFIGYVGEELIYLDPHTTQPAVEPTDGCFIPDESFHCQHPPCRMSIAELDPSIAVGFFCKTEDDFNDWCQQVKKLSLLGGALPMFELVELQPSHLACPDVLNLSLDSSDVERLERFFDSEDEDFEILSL
# APOBEC3G inh: inhibitors of human APOBEC3G DNA deaminase. Q9HC16. recombinant A3G, ssDNA deamination FAM/TAMRA fluorescence. inhibition, % at 20 µM. 0.28% of 330,000 active;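 active = inhibition of at least 40% at 20 µM, with no more than 30% in the related APOBEC3A deaminase screen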;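 also: plate controls were DMSO wells with A3G for no effect and wells lacking A3G enzyme for full effect; some compounds called inactive have numbers as strong as hits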
# Target sequence (Q9HC16 whole entry, looked up): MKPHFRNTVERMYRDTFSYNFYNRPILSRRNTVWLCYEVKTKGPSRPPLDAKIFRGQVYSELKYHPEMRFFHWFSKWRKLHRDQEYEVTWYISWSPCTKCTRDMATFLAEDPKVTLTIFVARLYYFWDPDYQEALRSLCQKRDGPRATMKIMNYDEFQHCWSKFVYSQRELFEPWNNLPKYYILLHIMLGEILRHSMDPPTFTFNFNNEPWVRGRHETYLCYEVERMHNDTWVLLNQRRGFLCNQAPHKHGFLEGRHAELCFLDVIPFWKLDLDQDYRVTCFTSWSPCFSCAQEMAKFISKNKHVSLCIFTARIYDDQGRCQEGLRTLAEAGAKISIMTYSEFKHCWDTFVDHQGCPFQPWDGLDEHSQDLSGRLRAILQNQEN
# mIAP activ: mouse IAP activation; muIAP, CDP-Star luminescence, 30 min; active compounds read high; 1 = vehicle-only enzyme signal, 0 = enzyme-free wells; 0.24% of 330,000 active; activation factor at 10 µM;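 active = activation factor of at least 2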; also: the source names both 10 and 20 µM as test concentration; values of inactives mirror those of a sister screen read the other way
#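 System: mouse IAP enzyme. Reagent: CDP-Star chemiluminescent phosphatase substrate. Benchmarks: DMSO wells, no-enzyme wells. Times: 30 min enzyme-substrate-compound incubation at room temperature. Detection: luminescence from enzymatic CDP-Star hydrolysis. Doses: test compounds delivered from DMSO solution.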
# MIN6 prolif: induces beta-cell replication in MIN6 cells | proliferation, % at 10 µM | MIN6 cells proliferation, ATPlite luminescence, 48 h; cells starved in 0.2% serum; 100% = growth in 10% serum | 0.29% of 330,000 active;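 active = compounds whose signal lies at least 3.5 SD above the mean of all wells on their plate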;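 also: 0% = DMSO-treated cells in low-serum medium and 100% = 10% serum control; some compounds called inactive have numbers as strong as hits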
# hIAP block: blocks human intestinal alkaline phosphatase; P09923; purified IAP, CDP-Star luminescence, 30 min; inhibition, % at 10 µM; 0.12% of 330,000 active;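 active = inhibition reaching a set limit with compound at 10 µM in the primary screen, cut at about 35% in these data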;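 also: plate controls were DMSO wells with enzyme for no effect and no-enzyme buffer wells for full effect; values of inactives mirror those of a sister screen read the other way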
# APOBEC3A inh: human APOBEC3A DNA deaminase inhibition. 0.41% of 330,000 active. recombinant A3A, FAM/TAMRA ssDNA deamination fluorescence. inhibition, % at 20 µM. P31941;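 active = at least 40% inhibition at 20 µM here, with at most 30% in a related deaminase screen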;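 also: plate controls were A3A with DMSO for no effect and wells lacking A3A enzyme for full effect; some results filed as inactive read as strong as hits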
# Target sequence (P31941 whole entry, looked up): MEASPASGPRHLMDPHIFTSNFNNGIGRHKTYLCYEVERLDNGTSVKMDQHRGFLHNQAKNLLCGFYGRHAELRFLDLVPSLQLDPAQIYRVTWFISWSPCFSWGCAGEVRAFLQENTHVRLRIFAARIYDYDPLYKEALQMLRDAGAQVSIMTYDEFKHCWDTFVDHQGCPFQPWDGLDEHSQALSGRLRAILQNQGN
# hIAP act: human IAP activation. activation factor at 10 µM. 0.16% of 330,000 active. purified human IAP, CDP-Star luminescence, 30 min; active compounds read high; 1 = vehicle-only enzyme, 0 = enzyme-free background. P09923. AID 2524;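 active = activation factor of the enzyme at least 2-fold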; also: the source names both 10 and 20 µM as test concentration; values of inactives mirror those of a sister screen read the other way
# mIAP inh: blocks mouse intestinal alkaline phosphatase | AID 2806 | 0.2% of 330,000 active | purified mouse IAP, CDP-Star luminescence, 30 min | inhibition, % at 10 µM;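 active = inhibition of at least 40% at 10 µM in the primary screen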;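 also: plate controls were DMSO with enzyme for no effect and no enzyme wells for full effect; values of inactives mirror those of a sister screen read the other way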
# * marks the source's active call; other numbers are inactive results; x = no result given.
SMILES	MPTP inh	ATG4B inh	APOBEC3G inh	mIAP activ	MIN6 prolif	hIAP block	APOBEC3A inh	hIAP act	mIAP inh
Cc1ccc(N/C=C/C(=O)c2ccc(C)cc2)cc1	1.5	-4	-5	0.96	-3	-38	-2	1.4	4
CS(=O)(=O)N(CC(=O)Nc1c(F)cccc1F)c1cccc([N+](=O)[O-])c1	-1.6	4	1	1	3	1	2	0.99	-3
Cc1cccc([C@@H]2[C@@H]3C(=O)N(Cc4ccccc4)C(=O)[C@@H]3[C@]3(CC(C)C)C(=O)N(c4cccc(F)c4)C(=O)N23)c1	0.6	-4	-4	0.98	-7	16	-2	0.84	2
Fc1cccc(Cl)c1CSc1nnc(-c2ccncc2)o1	0.1	17	-9	0.93	3	-18	-1	1.2	7
CCCSc1nnc2[nH]c(=O)cc(N)n12	-4.5	-2	-9	1	-2	1	-4	0.99	-4
CCOc1cc(/C=C2/NC(=O)N(Cc3ccccc3F)C2=O)ccc1O	3.8	-6	1	0.94	-3	13	0	0.87	6
COc1ccccc1N1C(=O)CC(N2CCN(c3ccc(Cl)cc3)CC2)C1=O (stereo not drawn)	0.6	-3	-2	1	1	-9	-3	1.1	-3
COc1ccc(CCNc2oc(Cc3ccccc3)nc2C#N)cc1OC	1.6	-12	-11	1.1	-2	-2	-3	1	-6
Cc1[nH]nc2c1[C@@H](c1ccccc1[N+](=O)[O-])C(C#N)=C(N)O2	0.2	-7	-6	1	-4	-19	-2	1.2	-2
CCS(=O)(=O)c1ccc2oc(SCC(=O)NC(C)C3CC4CCC3C4)nc2c1 (stereo not drawn)	-1.7	-4	-9	0.94	-3	2	-2	0.98	6
O=c1c2cn[nH]c2nc(SCc2ccccc2F)n1-c1ccc(Br)cc1	2.1	-16	-4	0.96	-6	-18	0	1.2	4
C/C(=C\C(=O)c1ccc(C)o1)Nc1ccc2c(c1)OCO2	0.9	8	8	0.97	-2	5	1	0.95	3
Cc1ccc(CN2C(=O)N/C(=C\c3ccc(-c4ccc(C(=O)O)cc4C)o3)C2=O)cc1	9.7	1	21	0.88	-5	-2	53*	1	12
CCOC(=O)/C(=C\c1ccc([N+](=O)[O-])cc1)C(=O)c1cc(C(C)=O)c(Nc2ccccc2)s1	-5.0	1	-3	0.9	-3	4	3	0.96	10
CC(=O)c1nn(-c2cccc(Br)c2)cc1C(=O)c1ccc(Br)cc1	1.9	1	-5	0.89	-3	7	0	0.93	11
C=CCN1C(=O)CSc2ccc(C(=O)NCCC3=CCCCC3)cc21	1.5	-3	-8	1.1	-2	18	-3	0.82	-7
O=C(COC(=O)CCc1ccccc1)NC(c1ccccc1)c1ccccc1	0.4	7	-3	1.1	-2	0	-1	1	-7
CC(C)(C)NC(=O)C(c1ccncc1)N(C(=O)Cn1nnc(-c2ccc(F)cc2)n1)c1cccc(F)c1 (stereo not drawn)	3.3	-16	-3	1	-2	2	-4	0.98	-1
COc1ccc(-n2c(=O)c3ccccc3n(CC(=O)NC3CCCC3)c2=O)c(OC)c1	2.2	-6	-5	0.82	0	21	1	0.79	18
CN(C)C(=O)CCc1ccc2c3c([nH]c2c1)[C@]1(C)[C@@H](C(=O)N2CCCCC2)C[C@H](CC(=O)NCCCn2ccnc2)C(=O)N1CC3	0.2	-4	1	1	x	x	3	x	-3
Cc1cc(OCC(=O)NCC(O)c2ccccc2)c2c(C)c(C)c(=O)oc2c1 (stereo not drawn)	-1.7	2	2	1	-4	10	2	0.9	0
O=C(CCCCCn1c(=O)[nH]c2ccccc2c1=O)NCCCN1CCN(c2ccccc2F)CC1	1.2	-14	-2	1.1	-2	-1	-1	1	-10
O=C(COc1nsnc1N1CCOCC1)Nc1ccc([N+](=O)[O-])cc1	-0.4	-19	-6	1.1	0	13	-2	0.87	-5
CCOc1ccc(/C=C(\C#N)C(=O)Nc2ccccn2)cc1	0.6	0	-8	0.98	-1	16	-4	0.84	2
CCOc1ccc(N2C(=O)c3cccnc3C2Nc2ccc(OC)cc2)cc1 (stereo not drawn)	-1.3	-1	-5	0.94	-1	7	-1	0.93	6
CN1C(=O)NC(c2ccc(O)cc2)C2=C1CN(c1ccccc1)C2=O (stereo not drawn)	1.6	-2	-4	0.91	-1	3	2	0.97	10
CCC(Oc1cccc(Cl)c1)C(=O)N1CCCN(C)CC1 (stereo not drawn)	-0.6	-5	-5	0.97	0	4	3	0.96	2
O=C(CSc1nnc(-c2ccccn2)n1Cc1ccco1)c1ccc(-c2ccccc2)cc1	2.3	6	-2	0.93	-3	2	-1	0.97	7
O=C(CC1S/C(=N/N=C2CCCCCC2)NC1=O)Nc1ccc(Br)cc1F (stereo not drawn)	0.8	7	11	1	-5	-26	-6	1.3	0
C/C(=N\NC(=O)C1(C)CC1(Br)Br)c1ccc(NC(=O)c2ccc(C)o2)cc1 (stereo not drawn)	0.5	-12	-6	0.98	0	24	0	0.76	2

# Brought forward from above: two entries, then new ones.
SMILES	MPTP inh	ATG4B inh	APOBEC3G inh	mIAP activ	MIN6 prolif	hIAP block	APOBEC3A inh	hIAP act	mIAP inh
O=C(CC1S/C(=N/N=C2CCCCCC2)NC1=O)Nc1ccc(Br)cc1F (stereo not drawn)	0.8	7	11	1	-5	-26	-6	1.3	0
C/C(=N\NC(=O)C1(C)CC1(Br)Br)c1ccc(NC(=O)c2ccc(C)o2)cc1 (stereo not drawn)	0.5	-12	-6	0.98	0	24	0	0.76	2
CCCCc1c(O)nc(SCC(=O)c2ccccc2)n(-c2ccccc2)c1=O	1.0	19	-5	0.87	-2	6	-2	0.94	13
CC1CCCC(C)N1/N=C/c1cc(Br)c(O)c(Br)c1 (stereo not drawn)	x	x	-4	0.96	0	4	-2	0.96	4
O=C(Nc1ccccc1[N+](=O)[O-])C1COc2ccccc2O1 (stereo not drawn)	-1.5	8	-15	0.94	-3	16	-3	0.84	6
O=C(CCCOc1ccccc1)N1CCN(c2ccccn2)CC1	-1.0	-10	-5	0.95	-3	-11	0	1.1	5
COc1ccc(CN2CCNC(=O)C2CC(=O)NCc2cnn(C)c2)cc1OC (stereo not drawn)	-0.7	0	0	0.95	-3	1	-1	0.99	4
Cn1nc(C(=O)NC2CCC(O)CC2)c2ccccc2c1=O (stereo not drawn)	-1.2	-3	-9	0.98	1	2	-7	0.98	2
N#Cc1ccc(CN2CCN(C(=O)c3cn(Cc4ccccc4)nc3-c3cccnc3)CC2)cc1	-0.1	-2	-1	0.88	1	-3	2	1	12
O=C(OCc1ccc([N+](=O)[O-])cc1)C1CC(=O)N(c2ccccc2)C1 (stereo not drawn)	-1.2	2	1	0.94	-1	7	0	0.93	6
CC(C)Cc1nnc(NC(=O)CSc2nc(O)c(-c3ccccc3)c(=O)[nH]2)s1	0.0	11	-13	1.2	-3	-8	-6	1.1	-21
CCOC(=O)CC(NC(=O)c1ccccc1F)c1ccc(C)cc1 (stereo not drawn)	-0.5	-7	-3	1.1	-2	0	-2	1	-11
COc1cccc(-c2cccc(NC(=O)C3CCN(C4CCOCC4)CC3)c2)c1	-0.5	4	-4	1	1	-18	-6	1.2	-4
CC1CCC(NC(=O)CNC(=O)Cc2cccc3ccccc23)CC1 (stereo not drawn)	0.5	-2	0	1.1	-1	-15	3	1.1	-5
COc1ccc(Cl)cc1NC(=O)NCc1ccc2c(c1)OCO2	-1.0	-4	-4	1.3	-1	2	-2	0.98	-26
O=C(NCc1ccco1)c1cc(S(=O)(=O)N2CCOCC2)ccc1Cl	1.6	-2	-10	0.95	0	4	-3	0.96	5
Cc1ccc(C2(c3noc(CN(C)CCCN4CCOCC4)n3)CCCC2)cc1	x	x	-6	0.92	0	-5	-2	1.1	8
CCn1cc(C(=O)N[C@@H](C)C(=O)NCCCO)c(=O)c2cc3c(cc21)OCO3	-0.5	-3	-4	0.94	4	-1	-3	1	6
Cc1cc(N2CCCC2=O)cc(C)c1CN1C(=O)c2ccccc2C1=O	0.7	5	-6	1.1	-2	-24	-1	1.2	-8
CC(=O)Nc1c(-c2ccc(Cl)cc2)c(=O)c2ccccc2n1C	-1.9	0	-7	1	-1	1	-2	0.99	-3
Cc1ccc(-n2cc(-c3ccccc3)c3c(N4CCN(C)CC4)ncnc32)cc1	0.3	1	-4	1	-6	-7	-2	1.1	-3
CCN(CC)CCn1c(=N)n(CCO)c2ccccc21	1.1	4	-8	1	1	-26	-6	1.3	-1
N#CCSc1nc2ccccc2c(=O)n1-c1ccccc1	-1.8	13	3	0.91	-2	-12	1	1.1	9
Cc1ccc(CC(=O)N2CCN(C(=O)c3ccco3)CC2)cc1	0.9	-12	1	1.2	-2	-1	1	1	-16
Cc1ccc(-c2nnn(CC(=O)N(c3ccc(F)cc3)C(C(=O)NC3CCCC3)c3ccncc3)n2)o1 (stereo not drawn)	-0.1	2	-5	1.1	6	-6	-1	1.1	-7
CCOC(=O)N1CCN(C(=O)c2cnn3c(C(F)(F)F)cc(-c4cccs4)nc23)CC1	2.4	-2	-7	1	0	-1	5	1	-5
CN1CCN(C(=O)c2cnn(-c3ccccc3)c2NC(=O)c2cccs2)CC1	-0.6	-5	-8	0.94	-4	-2	-2	1	6
Cc1nnc2ccc(N3CCOCC3)nn12	1.1	-14	-3	1	-2	8	-2	0.92	0
COc1ccc(-n2cc(CNCC3CCOCC3)c(-c3cccc(F)c3)n2)cc1	-4.3	2	-3	0.95	-5	3	0	0.97	4
COCCNC(=S)N1CCC(c2nc(-c3ccc(N(C)C)cc3)no2)CC1	3.0	-11	-8	0.92	-3	-9	-5	1.1	8
Cc1ccc(S(=O)(=O)n2ccc(OC(=O)c3cccs3)n2)cc1	-1.5	3	-8	0.97	-5	20	-5	0.8	3
CC(C)(C)[C@@H]1C=C(C(=O)N2CCN(Cc3ccc4c(c3)OCO4)CC2)O[C@H](OCc2ccc(CO)cc2)C1	-0.3	-9	-3	1	-5	-1	1	1	-2
COc1c(F)c(F)c(C(=O)Nc2cccc(Cl)c2N2CCOCC2)c(F)c1F	0.2	25	-1	0.92	-4	-1	4	1	8
CCN1CCN(C(=O)c2ccc(-c3nc4ccccc4s3)s2)CC1	0.8	-5	-1	0.92	-4	-1	-1	1	8
NS(=O)(=O)c1ccc(CNC(=O)CC23CC4CC(CC(C4)C2)C3)cc1	-2.7	3	2	1.1	-3	-3	0	1	-9
COc1ccccc1C(=O)NCCC(=O)NCc1ccccn1	0.4	-5	-5	0.95	1	-6	-4	1.1	5
Nc1ccc2nc(SCc3ccc([N+](=O)[O-])cc3)sc2c1	0.2	-4	-7	0.91	-3	11	-1	0.89	9
Cc1cc(C)c(S(=O)(=O)ON2C(=O)c3ccccc3C2=O)cc1C	0.4	-4	-2	0.93	-1	11	-2	0.89	7
CCSc1nnc(NC(=O)c2nc3nc(C)cc(C)n3n2)s1	0.3	-7	-7	0.97	1	10	1	0.9	3
C=CCSc1nc2sc(-c3ccccc3)cc2c(=O)n1N	0.9	4	-6	1.1	-3	-6	-4	1.1	-8
CC(NC(=O)c1ccc2c(=O)n3c(nc2c1)CCCCC3)c1ccccc1 (stereo not drawn)	-1.7	-3	-8	0.99	5	-8	-3	1.1	1
Cc1c(NC(=O)Nc2cccc([N+](=O)[O-])c2)c(=O)n(-c2ccccc2)n1C	-1.4	6	-5	1	1	2	-1	0.97	0

# High-throughput results: PubChem, Sanford-Burnham Center for Chemical Genomics
